Arr AP2 block = inhibitors of beta-arrestin/AP2 binding, primary screen, biochemical, GPCR trafficking, flow cytometry | inhibition, % at 10 µM | 340,000 compounds, 0.31% hits | beta-arrestin 1 C-terminal peptide binding to AP2 beta2-adaptin appendage (human) | FITC-arrestin peptide / GST-AP2 beads; AP2 beta2 appendage carries R879A mutation;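 active = inhibition above a set limit, near 3 SD of compounds lacking own fluorescence, cut at about 54% in these data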;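 also: plate controls were DMSO wells for no effect and 5 µM unlabelled arrestin peptide for full effect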
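System: GST-AP2 R879A glutathione beads; medium: PBS, Tween 20 0.05%, BSA 0.1%; reagent: fluorescein-tagged arrestin peptide at 50 nM final; schedule: pre-incubation 12 min, peptide binding 1 h, room temperature; detection: flow cytometry, FL1 (488/535 nm); read-out: inhibition as reduced fluorescein signal on beads, percent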
PKA-R1A act = activators of PKA-R1A holoenzyme, primary screen, biochemical, fluorescence polarization, Cy5-IP20, bovine R1A, mouse PKAc. cAMP-dependent protein kinase type I-alpha regulatory subunit (Bos taurus) + …. PKA-R1A dissociation; scaled: DMSO 0%, 113 µM cGMP 100%. activation, % at 11.4 µM. 340,000 compounds, 0.083% hits;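 active = percent activation above the mean of all tested compounds plus 3 SD, cut at about 19% in these data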;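 also: higher means more PKAc released from R1A so a rise in polarization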
OPRM1-OPRD1 inv = inverse agonists of MOR-DOR heterodimerization, primary screen, cell-based, luminescence; cell-based MOR-DOR heterodimer luminescence, inverse agonism; 340,000 compounds, 0.21% hits; AID 504357, 2011; inhibition, % at 9.3 µM; in the data active = inhibition above about 22%, passing the limit was not always enough;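 also: 0% = cells with DMSO and 100% = wells without cells with DMSO; values of inactives mirror those of a sister screen read the other way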
DAGLB inhibitor = DAGLB lipase inhibitors, primary screen, biochemical, fluorescence, HTS | Diacylglycerol lipase-beta (Homo sapiens), Q8NCG7 | 340,000 compounds, 0.059% hits | HEK293T DAGLB membrane lysate, EnzChek fluorogenic substrate | inhibition, % at 5.17 µM; in the data active = inhibition above about 34%;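 also: 0% = enzyme with vehicle and 100% = wells lacking enzyme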
Target sequence (Q8NCG7 whole entry, looked up): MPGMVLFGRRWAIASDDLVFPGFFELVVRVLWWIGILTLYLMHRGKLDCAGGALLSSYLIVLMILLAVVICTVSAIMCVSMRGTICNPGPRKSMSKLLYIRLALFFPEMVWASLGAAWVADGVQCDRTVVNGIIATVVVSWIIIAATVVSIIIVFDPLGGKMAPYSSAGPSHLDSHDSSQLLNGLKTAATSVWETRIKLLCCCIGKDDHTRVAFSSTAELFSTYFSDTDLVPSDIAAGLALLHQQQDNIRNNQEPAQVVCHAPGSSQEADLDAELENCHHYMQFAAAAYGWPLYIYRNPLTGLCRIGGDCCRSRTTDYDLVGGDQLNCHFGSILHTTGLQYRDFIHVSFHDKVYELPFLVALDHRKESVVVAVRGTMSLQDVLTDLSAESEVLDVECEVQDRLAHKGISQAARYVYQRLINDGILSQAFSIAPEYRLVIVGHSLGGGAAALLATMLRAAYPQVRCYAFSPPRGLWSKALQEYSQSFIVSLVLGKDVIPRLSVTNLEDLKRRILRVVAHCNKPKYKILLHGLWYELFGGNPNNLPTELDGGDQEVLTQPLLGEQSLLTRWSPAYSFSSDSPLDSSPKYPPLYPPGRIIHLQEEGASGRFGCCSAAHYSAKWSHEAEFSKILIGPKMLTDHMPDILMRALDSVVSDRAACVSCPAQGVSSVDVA
V-ATPase pHluor = regulators of yeast V-ATPase proton pumping, primary screen, pHLuorin cytosolic pH fluorescence | response, % at 10 µM | S. cerevisiae | 350,000 compounds, 0.37% hits; in the data active = response mostly above about 7.3%, no sharp cut-off; inactive = mostly below about 5.4%; also: actives read high; inactives centre near 0; some compounds called inactive have numbers as strong as hits; reference of the scale not given here
HTR5A inv ctr = HTR5A inverse agonists in luminescence cell assay, primary screen, counter-screen for OPRM1-OPRD1 heterodimer inverse agonist project, full-deck HTS. 340,000 compounds, 0.083% hits. inhibition, % at 9.3 µM. HTR5A cell line, inverse agonism. 5-hydroxytryptamine receptor 5A (Homo sapiens), P47898; in the data active = inhibition mostly above about 23%, no sharp cut-off; inactive = mostly below about 18%;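 also: 0% = cells with DMSO and 100% = no-cell wells with DMSO; some compounds called inactive have numbers as strong as hits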
HTR5A ag ctr = HTR5A agonists in luminescence cell assay, primary screen, counter-screen for OPRM1-OPRD1 heterodimer agonist project, full-deck HTS. 5-hydroxytryptamine receptor 5A (Homo sapiens), P47898. cell-based. activation, % at 9.3 µM. 340,000 compounds, 0.61% hits. AID 504692, 2011; in the data active = activation mostly above about 9.5%, no sharp cut-off; inactive = mostly below about 7.6%;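 also: 0% = cells with vehicle only and 100% = reference agonist; strong numbers were not always called active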
PKA-R2B activ = activators of PKA-R2B holoenzyme, primary screen, biochemical, fluorescence polarization, Cy5-IP20, human; AID 504700, 2011; PKA-R2B holoenzyme dissociation; R2B truncated from residue 108, S112A mutant; 0% DMSO only, 100% 113 µM cGMP; activation, % at 11.4 µM; 340,000 compounds, 0.079% hits;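 active = activation above a cutoff set at the mean over all compounds plus 3 SD, cut at about 18% in these data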;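 also: higher means more holoenzyme dissociation and a rise in polarization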
Target sequence (P31323 whole entry, looked up, other chains not shown, the tested form may be a part): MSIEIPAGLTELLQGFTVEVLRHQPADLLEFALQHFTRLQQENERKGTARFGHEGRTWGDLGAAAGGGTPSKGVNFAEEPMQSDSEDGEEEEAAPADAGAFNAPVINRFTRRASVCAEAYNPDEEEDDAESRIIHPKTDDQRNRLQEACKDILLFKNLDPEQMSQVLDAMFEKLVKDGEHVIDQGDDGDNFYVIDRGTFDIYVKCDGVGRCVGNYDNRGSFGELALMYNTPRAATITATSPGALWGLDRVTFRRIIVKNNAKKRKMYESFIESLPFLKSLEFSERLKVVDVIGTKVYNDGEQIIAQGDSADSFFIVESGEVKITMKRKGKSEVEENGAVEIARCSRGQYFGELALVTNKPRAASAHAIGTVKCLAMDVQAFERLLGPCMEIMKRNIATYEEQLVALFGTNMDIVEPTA
MOR-DOR ag = agonists of OPRM1-OPRD1 heterodimerization, primary screen, cell-based, luminescence; Mu-type opioid receptor (Homo sapiens) + Delta-type opioid receptor (Homo sapiens), …; cells; activation, % at 9.3 µM; 340,000 compounds, 0.3% hits; AID 504326, 2011; in the data active = activation above about 18%;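 also: 0% = vehicle-treated cells and 100% = reference agonist; values of inactives mirror those of a sister screen read the other way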
Pemphigus Ab inh = inhibitors of pemphigus antibody binding to DSG3, primary screen, biochemical, bead-based, flow cytometry, scFv-GFP; Desmoglein-3 (Homo sapiens), P32926; DSG3-coupled beads, scFv-anti-DSG3-GFP binding; hits give low values; binding (percent of control), % at 10 µM; 310,000 compounds, 0.48% hits; AID 588358, 2011;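 active = binding more than 3 SD below its plate's average and above zero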;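 also: hits lower antibody fragment binding to DSG3; some compounds called inactive have numbers as strong as hits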
* marks the source's active call; other numbers are inactive results; x = not tested or not shown.

SMILES	Arr AP2 block	PKA-R1A act	OPRM1-OPRD1 inv	DAGLB inhibitor	V-ATPase pHluor	HTR5A inv ctr	HTR5A ag ctr	PKA-R2B activ	MOR-DOR ag	Pemphigus Ab inh
NC(=O)C1CCN(C(=S)c2cccs2)CC1	2	-3	7	-3	4	-16	-1	-3	-1.3	104
CCOC(=O)C1CCCn2c1nc1sc3c(c1c2=O)CCCC3 (stereo not drawn)	6	-6	-5	-5	1	11	0	-8	1.1	100
O=c1c(F)cn(C2CCCO2)c(=O)n1Cc1ccccc1F (stereo not drawn)	-1	-1	9	-2	-1	8	4	-3	-1.7	104
CC1(OC(=O)C2CCCC2)C(=O)C=C2C=C(c3ccsc3)N(C3CCCCC3)C=C2C1=O (stereo not drawn)	26	-3	-19	7	1	-25	3	-13	3.4	103
CC(C)Oc1ccc(Oc2ccc(C(F)(F)F)cn2)cc1	23	-3	-10	-9	2	1	-2	9	1.8	99
O=C(COC(=O)c1ccc(O)cc1O)NC(=O)Cc1ccccc1	14	4	9	0	1	-2	1	0	-1.7	x
COc1ccc(C(C)C)cc1S(=O)(=O)NC1CCCC1	-6	-16	7	-5	-2	10	-3	2	-1.3	121
COc1ccc(-c2noc(CCCC(=O)NCc3ccco3)n2)cc1OC	3	2	5	0	1	1	-1	0	-1.0	x
CCN(CCn1cccn1)C(=O)c1ccc(OC2CCN(C(=O)COC)CC2)cc1	1	-3	3	-1	4	-14	2	-2	-0.5	102
Cc1ccc[n+](C(C)C(=O)c2ccc(-c3ccccc3)cc2)c1 (stereo not drawn)	8	-4	-10	-1	1	-4	5	-2	1.9	104
CC(OC(=O)/C(C#N)=C/c1ccc(N(C)C)cc1)C(=O)NCc1ccco1 (stereo not drawn)	-1	-11	12	4	-79	-6	2	-9	-2.1	115
Cc1cc(NC(=O)CSc2nnc3ccc(-c4ccc(F)cc4)nn23)no1	-3	-2	-6	-2	-2	21	-8	1	0.9	95
CC1=CC(c2ccccc2)n2nc(N3C(=O)C4CC=CCC4C3=O)nc2N1 (stereo not drawn)	7	-3	14	3	5	26	5	-1	-2.4	x
COc1ccccc1N1CCN(/N=C\c2ccccc2)CC1	30	-5	-5	1	6	16	-5	8	1.1	113
O=C(CSCc1cnn(-c2ccccc2)c1-n1cccc1)NCc1cccs1	23	5	9	-7	-6	-19	8	0	-1.9	97
COc1ccc2[nH]c3c(c2c1)CCN1C(=O)N([C@@H](C)C(=O)NCC2CCCO2)C(=O)[C@]31C (stereo partly drawn)	7	-8	5	3	1	11	2	-7	-1.0	x
COc1ccc(NCC(=O)N/N=C2\CCc3ccccc32)cc1	25	-1	-12	5	4	-18	7	-17	2.3	106*
COc1ccc(OC)c(NC(=O)C2CCCNC2=O)c1 (stereo not drawn)	3	4	-5	2	2	-12	4	-7	0.7	105
O=C(CCC(=O)c1cccs1)Nc1ccccc1F	3	-8	2	0	19*	-7	-1	-6	-0.3	105
COc1ccc(OCC(O)CNC(=O)c2ccc(Br)cc2)cc1 (stereo not drawn)	9	-1	8	-2	-2	7	-3	-1	-1.6	102
Fc1ccccc1N1CC(c2ccccc2)C(c2cccs2)=N1 (stereo not drawn)	-4	1	-15	-10	-1	2	-7	0	2.6	124
CC(=O)OCC[C@H](NS(=O)(=O)OCC(Cl)(Cl)Cl)c1ccccc1	9	0	-11	-1	4	12	2	-4	1.9	103
O=C(NCCCNC(=O)c1ccccn1)c1ccccn1	4	2	14	-2	-2	-17	-2	-6	-2.3	107
CC(C)NC(NC(=O)/C=C/c1ccccc1)C(Cl)(Cl)Cl (stereo not drawn)	7	6	2	0	-1	-13	-2	6	-0.4	92
CCOc1ccccc1NC(=O)CSc1nnnn1-c1ccccc1	1	-2	13	-4	3	3	-1	-1	-2.6	105
Continuation:
SMILES	Arr AP2 block	PKA-R1A act	OPRM1-OPRD1 inv	DAGLB inhibitor	V-ATPase pHluor	HTR5A inv ctr	HTR5A ag ctr	PKA-R2B activ	MOR-DOR ag	Pemphigus Ab inh
O=C(NCc1ccccc1)c1ccc(CS(=O)Cc2cccc(Cl)c2)o1 (stereo not drawn)	x	8	x	5	x	x	x	0	x	94
C/C=C(/C(=C/C)c1ccc(O)cc1)c1ccc(O)cc1	10	0	-28	2	-4	4	7	-2	5.0	115
Cc1ccc(N(CC(O)CN2CCOCC2)S(=O)(=O)c2ccc3ccccc3c2)cc1 (stereo not drawn)	5	10	-8	-7	3	10	-4	4	2.0	112
Cc1ccc(OCc2nnc(NC(=O)c3ccco3)s2)c(C)c1	34	-7	-3	-1	-1	6	5	-4	0.6	104
CCOc1ccc(NC(=O)Nc2cccs2)cc1	21	-8	-3	-2	-3	-30	2	0	0.6	96
COc1ccc(CNC(=O)c2noc3c2CCCC3)cc1	-3	-1	4	-2	-3	13	2	4	-0.7	104
Cc1cccc(OCC(=O)Nc2c3c(nn2C(C)(C)C)CS(=O)(=O)C3)c1	24	9	11	1	3	1	0	-2	-2.1	x
COc1ccccc1OCC(=O)NC1CCCCCC1	4	-9	2	-4	2	-21	8	-16	-0.4	105
CCCCn1c(N)c(N(CCC(C)C)C(=O)COC(=O)c2ccc([N+](=O)[O-])s2)c(=O)[nH]c1=O	28	-1	-32	2	5	11	-3	-1	6.0	91
COC(=O)c1ccc(-c2ncc(-c3cccc4ccccc34)o2)cc1	6	3	9	-5	3	12	-1	-9	-1.4	98
Cc1cccc(N(CC(=O)O)CC(=O)O)c1	5	-6	7	1	-6	11	4	-8	-1.0	89
Cc1noc(C)c1S(=O)(=O)N(C)C[C@H]1Oc2c(NS(=O)(=O)c3cn(C)cn3)cccc2C(=O)N([C@H](C)CO)C[C@@H]1C	15	-20	-3	-1	0	8	-2	-18	0.7	114
Cc1nnc(NCCN2CCOCC2)[nH]c1=O	10	2	8	0	0	-4	0	-12	-1.8	99
Nc1c(-c2ccc(Cl)cc2)cnc2c(-c3ccccc3)cnn12	25	-4	-1	-5	-1	-7	2	-2	0.2	96
Nc1cc(=O)[nH]c(SCCSc2ccccc2)n1	-8	1	13	-1	-1	-19	-3	-2	-2.6	99
CC(C)(C)NC(=O)c1oc2ccccc2c1COc1ccccc1	6	-12	-23	-17	0	-7	3	-2	5.2	100
CC1=C(C#N)CCC(=O)N1Cc1ccc(C)cc1	-7	-4	11	-2	-4	-2	-1	10	-2.7	x
CCOC(=O)c1cnc2c(OC)cccc2c1Nc1ccc2c(c1)OCCO2	3	-1	8	0	4	9	-3	-17	-1.3	97
O=C(CCCOc1ccccc1)Nc1ccc(S(=O)(=O)Nc2ccccn2)cc1	4	-11	14	-3	-3	-10	4	-2	-2.9	102
Cc1ccc(S(=O)(=O)CC(=O)Nc2nc3ccccc3s2)cc1	-2	-5	-8	1	4	-12	5	-9	1.1	x
NNC(=O)CSc1nc(-c2ccccc2)nc2c1CCCC2	7	-1	-14	-4	0	-18	3	-10	2.9	108
CC(C)CCNC(=O)c1c(CSc2ccccc2)noc1C(=O)NCc1ccccc1	6	4	-13	-2	1	-21	-3	-14	2.1	108
CCOc1ccc(OCc2cccc(C(=O)N/N=C/c3cccnc3)c2)cc1	-8	-5	17	1	-1	0	-2	-1	-3.1	85
O=C(N/N=C/c1ccc(Cl)c([N+](=O)[O-])c1)c1cc(-c2ccc3c4c(cccc24)CC3)n[nH]1	6	-1	-17	1	5	-17	6	6	3.4	99
Cc1cc(NC(=O)CSc2nc3ccccc3c(=O)n2C2CCCC2)no1	25	0	5	-5	-5	19	2	-7	-1.0	x

Sorted by molar mass (highest first): part of the list above
SMILES	Arr AP2 block	PKA-R1A act	OPRM1-OPRD1 inv	DAGLB inhibitor	V-ATPase pHluor	HTR5A inv ctr	HTR5A ag ctr	PKA-R2B activ	MOR-DOR ag	Pemphigus Ab inh
Cc1ccc(OCc2nnc(NC(=O)c3ccco3)s2)c(C)c1	34	-7	-3	-1	-1	6	5	-4	0.6	104
NNC(=O)CSc1nc(-c2ccccc2)nc2c1CCCC2	7	-1	-14	-4	0	-18	3	-10	2.9	108
CCOc1ccc(NC(=O)Nc2cccs2)cc1	21	-8	-3	-2	-3	-30	2	0	0.6	96

(continued)
SMILES	Arr AP2 block	PKA-R1A act	OPRM1-OPRD1 inv	DAGLB inhibitor	V-ATPase pHluor	HTR5A inv ctr	HTR5A ag ctr	PKA-R2B activ	MOR-DOR ag	Pemphigus Ab inh
CCOC(=O)c1ccc[n+](CC(=O)c2ccc(OC)cc2)c1	7	-8	12	0	2	0	-3	0	-2.4	101
Nc1nc(Nc2ccccc2)nc2ccccc12	-1	-11	6	-1	-1	-21	1	-1	-1.0	101
CC(=O)c1c(C)[nH]c(C(=O)Nc2cccc(S(=O)(=O)N(C)C)c2)c1C	0	6	0	2	0	5	-2	-4	-0.1	107
CC(Oc1ccc(F)cc1)c1ccnc2nc(/N=C/N(C)C)nn12 (stereo not drawn)	20	-1	13	1	0	-9	3	-7	-2.2	100
CC1CCCC(C)N1C(=O)COC(=O)C1CCN(S(=O)(=O)c2ccc3c(c2)OCCO3)CC1 (stereo not drawn)	-5	-8	18	-1	1	12	1	-7	-3.8	106
CCOC(=O)c1c(-c2ccccc2)csc1NC(=O)/C(C#N)=C\c1ccc(O)c(OC)c1	7	-6	26	-37	1	15	-4	-10	-5.4	x
CCN(C(=O)C1CCCN(c2nc(-c3ccc(OC)cc3)no2)C1)c1ccc(OC)cc1 (stereo not drawn)	2	-6	2	-3	-2	6	-2	3	-0.5	110
Cc1cc(C)cc(N(CC(=O)NC2CCCC2)C(=O)C2(C)CC(=O)N=C3C=CC=CN32)c1 (stereo not drawn)	-26	-2	18	-1	-2	-8	3	-5	-3.8	97
C=CCC1(O)C(=O)N2C(=C1C(=O)OCC)c1ccc3ccccc3c1CC2(C)C (stereo not drawn)	16	-4	8	-1	-4	-17	-4	-3	-1.3	x
CCOC(=O)C1CCCN(C(=O)c2ccc(C)cc2O)C1 (stereo not drawn)	11	-9	14	0	-3	10	-1	-2	-2.8	107
Cc1onc(-c2c(Cl)cccc2Cl)c1C(O)c1ccc(F)cc1 (stereo not drawn)	7	0	10	-1	-1	-1	0	7	-2.1	103
COc1ccc(N2CC(C(=O)Nc3nnc(SCC(=O)NC(C)(C)C)s3)CC2=O)cc1 (stereo not drawn)	0	7	15	2	1	-11	7	0	-3.0	106
Cc1nnc(SC(C)C(=O)Nc2ccc(Cl)cn2)n1Cc1ccccc1 (stereo not drawn)	-4	3	0	1	3	-13	3	1	0.1	91

Source: PubChem BioAssay
